# MKP-3 inhibition: MKP-3 phosphatase inhibitors, primary screen, biochemical, rat enzyme, in vitro (AID 425); Dual specificity protein phosphatase 6 (Rattus norvegicus); actives 0.17% (n = 110,000); inhibition, % at 20 µM; hits with a dose series show IC50 in µM; recombinant MKP-3 phosphatase activity, fluorescence; higher % means a stronger effect; in the data active = inhibition above about 50%;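 also: plate controls were vehicle for no effect and reference inhibitor for full effect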
# Hsp70 inhibitors: Hsp70 inhibitors, probe displacement, primary screen, biochemical, fluorescence polarization (AID 583); Heat shock 70 kDa protein 1A (Homo sapiens); Hsp70 fluorescence polarization probe displacement, mP; higher % means a stronger effect; displacement, % at 20 µM; hits with a dose series show IC50 in µM; actives 0.06% (n = 140,000); in the data active = displacement above about 50%;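 also: plate controls were vehicle for no effect and reference ligand for full effect; a part of the inactive calls stands beside numbers as strong as those of hits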
# An asterisk follows results filed as active; . = not tested or not shown; & = joins results of further samples. This is a subset. The share of hits here may be higher or lower than overall.
MKP-3 inhibition,Hsp70 inhibitors,Compound
29.0%,10.2%,O=C1c2ccccc2C(=O)C1c1ccc2ccccc2n1
3.4%,-0.8%,Brc1cccc(-c2nnc(-c3ccc4c(c3)OCO4)o2)c1
0.1%,0.9%,Cc1nn(C(=O)c2cccnc2)c(C)c1Sc1ccc([N+](=O)[O-])cc1
2.2%,8.3%,O=C(NN1C(=O)/C(=C/c2cccc(F)c2)SC1=S)c1ccncc1
-4.5%,-14.9%,Cc1csc(NC(=O)c2sc3nc(-c4cccs4)ccc3c2N)n1
-8.6%,1.4%,Cc1cc(C)c(S(=O)(=O)Nc2ccc(O)cc2)c(C)c1
4.0%,3.1%,O=C(NCCO)C(=O)Nc1ccc(Oc2ccccc2)cc1
1.3%,-4.2%,O=C(CN(Cc1ccc(F)cc1)C(=O)c1ccco1)NCc1ccc(F)cc1
-14.5%,4.1%,O=C(Nc1cccnc1)C1OCCc2ccccc21 (stereo not drawn)
-0.1%,5.5%,CCOC(=O)C1=C(O)/C(=C\c2ccc([N+](=O)[O-])cc2)N=C1C
0.0%,0.4%,CCn1c2c(c3cc(C(C)(C)C)ccc31)CCCC2=O
3.3%,2.0%,COc1ccccc1N1CCN(C(=O)c2cn(-c3ccccc3)nc2-c2cccnc2)CC1
1.9%,5.0%,COc1ccc(C(=O)O/N=C2/CCCc3c2ccc(OC)c3C)cc1[N+](=O)[O-]
4.2%,0.5%,Cc1c(Cl)cccc1N=C1NC(=O)/C(=C/c2ccc3c(c2)OCO3)S1
-2.4%,-0.8%,CCOC(=O)N/N=C(\C)c1ccccn1
3.2%,-1.4%,CCOC(=O)/C(C#N)=C\c1cn(CCC#N)nc1-c1ccc(C)o1
2.5%,4.7%,CCCCCSc1nc(O)cc(=O)[nH]1
-5.0%,-2.5%,CCCCOc1cc(C)nc(NCc2ccccc2)n1
0.4%,3.3%,COc1cccc(-n2c(SCC(=O)NC(C)(C)C)nnc2-c2ccoc2C)c1
1.9%,2.2%,Cc1cc(Cl)ccc1OCCCC(=O)Nc1cccc(Br)c1

# Reprinted from the part before: 2 entries; new compounds follow.
MKP-3 inhibition,Hsp70 inhibitors,Compound
0.4%,3.3%,COc1cccc(-n2c(SCC(=O)NC(C)(C)C)nnc2-c2ccoc2C)c1
1.9%,2.2%,Cc1cc(Cl)ccc1OCCCC(=O)Nc1cccc(Br)c1
.,3.7%,C/C(N)=C(/C#N)C(=O)COC(=O)C1CCC(C(C)(C)C)CC1 (stereo not drawn)
-11.9%,-1.5%,CSc1nnc(NC(=O)c2ccc(C)c(S(=O)(=O)N3CCOCC3)c2)s1
0.4%,1.2%,COc1ccc(OC)c(N2C(=O)CCC2=O)c1
.,1.3%,Cc1[nH]c(=O)[nH]c(=O)c1S(=O)(=O)NCCc1ccc(S(N)(=O)=O)cc1
.,1.1%,COC(=O)c1ccc2c(c1)N(C)C(=O)CS2
-4.2%,6.4%,COc1ccc(CN2CC(C(=O)NCc3ccccn3)CC2=O)cc1 (stereo not drawn)
.,2.8%,CC(C)c1nnc(SCC(=O)Nc2ccc3c(c2)OCO3)n1C
.,-3.3%,CCC(C)N1C(=O)CCC1C(=O)N1CCN(c2ccccc2F)CC1 (stereo not drawn)
.,2.6%,CC1CC(C)CN(C(=O)c2ccncc2)C1 (stereo not drawn)
.,0.1%,COc1ccc(N=C/C=C2\C=C(c3ccccc3)OC(C)(C)O2)cc1
-8.5%,-1.1%,COc1ccc(N2C(=O)CSC2c2ccc3c(c2)OCO3)c(OC)c1 (stereo not drawn)
-0.1%,-2.1%,O=C(Oc1cccc2c(=O)[nH]ccc12)c1ccccc1
0.2%,2.6%,CCOC(=O)c1sc(NC(=O)c2ccc(C(C)C)cc2)nc1C
2.3%,-2.5%,Cc1nnc(C)n1/N=C/c1ccc(O)c(O)c1
-0.5%,-1.1%,COc1ccc(-n2nc3cc(C)c(NC(=O)c4cccc(OC)c4)cc3n2)cc1
-1.4%,3.1%&-2.4%,Cc1ccc(NC(=O)c2cccs2)cc1
4.4%,-4.2%,COc1cc(OC)c(/C=C2\C(=O)NC(=O)N(c3ccc(Cl)cc3)C2=O)cc1Br
-6.7%,-2.3%,Fc1ccc(C2CC(c3ccco3)n3ncnc3N2)cc1 (stereo not drawn)
.,5.2%,COc1ccc(CNc2nc3nc4c(c(=O)n3[nH]2)CCC4)cc1
1.5%,-1.5%,O=S(=O)(NCc1ccc2c(c1)OCO2)c1ccc(Cl)cc1Cl

# Random excerpt: 2 compounds from above
MKP-3 inhibition,Hsp70 inhibitors,Compound
-11.9%,-1.5%,CSc1nnc(NC(=O)c2ccc(C)c(S(=O)(=O)N3CCOCC3)c2)s1
.,3.7%,C/C(N)=C(/C#N)C(=O)COC(=O)C1CCC(C(C)(C)C)CC1 (stereo not drawn)

# The list continues.
MKP-3 inhibition,Hsp70 inhibitors,Compound
-2.3%,4.3%,COc1ccc(NC(=O)Cn2c(=O)sc3ccccc32)c(OC)c1
-0.7%,-5.6%,CCN1C(=O)/C(=C\c2ccc(OCCOc3cccc(OC)c3)c(OC)c2)SC1=S
.,-3.7%,CC(=O)c1cnc(N(C)C)s1
2.5%,0.0%,CCOC(=O)c1[nH]cnc1C(=O)Nc1ccccc1
-1.0%,2.9%,COc1ccc(Cl)cc1C(=O)Nc1ccc(NC(=O)c2ccc(C(C)(C)C)cc2)cc1
1.1%,-2.8%,C=CCN(CC=C)S(=O)(=O)c1ccc(NC(C)=O)cc1
-6.6%,6.4%,COCC(=O)c1[nH]c2ccccc2c1C
.,-1.8%,CC(=O)CC(C)(C)S(=O)(=O)c1ccc(NC(C)=O)cc1
2.2%,.,O=[N+]([O-])c1ccccc1CN1CCN(Cc2cc(Br)ccc2O)CC1
-1.2%,-2.3%,O=C(O)CCCCCNC(=O)CCn1nnc2ccccc2c1=O
-2.6%,0.4%,COCCn1c(=S)[nH]c2cc(C(=O)NCC3CCCO3)ccc2c1=O (stereo not drawn)
-0.1%,3.3%,O=C(CN(Cc1ccccc1)S(=O)(=O)c1ccccc1)NC1CCCCC1
-4.7%,-2.1%,O=C(Nc1cccc(Oc2c(F)c(F)c(F)c(F)c2F)c1)N1C[C@@H]2C[C@@H](C1)c1cccc(=O)n1C2
-5.5%,3.8%,O=C(CN(c1cccc([N+](=O)[O-])c1)S(=O)(=O)c1ccccc1)NCCSc1ccc(Cl)cc1
-4.4%,-1.1%,CCc1c(C)nc(SCCOc2ccc(OC)cc2)[nH]c1=O
-1.4%,-1.9%,CN1CCN(c2ccc(NC(=O)c3ccc4c(c3)OCO4)cc2)CC1
-5.8%&3.4%,-4.4%,Cn1c(=O)c2c(nc(NCCO)n2C)n(C)c1=O
.,7.3%,COc1ccc(Cn2c(C)c(C)c(C#N)c2NC(=O)Nc2ccccc2)cc1
-3.2%,6.0%,Cc1oc(-c2ccccc2F)nc1CS(=O)(=O)CC(=O)N1CCN(Cc2ccccc2)CC1
.,-2.0%,CCOC(=O)c1c(C)[nH]c(C(=O)OCC(=O)NC2CCS(=O)(=O)C2)c1C (stereo not drawn)
3.0%,-1.0%,Cc1ccc(C2/C(=C(\O)c3ccc([N+](=O)[O-])cc3)C(=O)C(=O)N2CCCCCC(=O)O)cc1 (stereo not drawn)
2.6%,-3.4%,Cc1ccc(COc2ccc3c4c(c(=O)oc3c2)CCCC4)cc1
2.3%,-12.6%,COc1ccc(C(=O)Nc2cc(Cl)ccc2Cl)cc1NC(=O)C(C)Oc1ccccc1 (stereo not drawn)
-6.0%,2.8%,CCOC(=O)c1[nH]c(C)c(CN(CCc2ccccc2)C(=O)CCC(=O)O)c1C
3.8%,4.0%,O=C(NCc1ccc2c(c1)OCO2)c1cc2ncc(Br)cn2n1
-9.4%,6.0%,CCN(CC)C(=O)C1CCCN(Cc2ccccc2C(F)(F)F)C1 (stereo not drawn)
-16.9%,1.4%,Cc1cccc(C(=O)Nc2ccc(O)cc2)c1
1.2%,3.7%,CCN(CC)S(=O)(=O)c1ccc(C(=O)NCC(c2cccs2)N2CCOCC2)cc1 (stereo not drawn)
.,1.8%,Cc1nn(CCC(=O)NNC(=S)Nc2ccc(F)cc2)c(C)c1[N+](=O)[O-]
-1.8%,2.8%,O=C(O)C1CC(=O)N(CCOc2ccccc2)C1 (stereo not drawn)
3.2%,-2.0%,O=C(NCc1ccco1)/C(=C/c1ccc(F)cc1)NC(=O)c1ccccc1Cl
1.4%,0.1%,COc1ccc(N(CC(=O)NC(C)(C)C)S(=O)(=O)c2ccc(C)cc2)c(OC)c1
3.2%,-5.2%,CC(=O)N/N=C/c1cc(C)n(-c2cccc(Cl)c2)c1C
1.8%,4.9%,CCCn1c(SCC(=O)Nc2nnc(C(C)C)s2)nc2c1c(=O)n(C)c(=O)n2C
.,0.3%,CCNC(=O)NC1(C(=O)Nc2ccc3c(c2)OCCO3)CCCCC1
4.7%,1.8%,COc1ccc(C(=O)Nc2nc(-c3ccccc3)c(C)s2)cc1OC
-16.1%,7.0%,CCN(CC)CCCN1C(=O)C(O)=C(C(=O)c2ccc(C)o2)C1c1ccco1 (stereo not drawn)
-3.6%,-4.4%,O=C(CCc1nc2ccccc2[nH]1)Nc1ccc2c(c1)OCCO2
-12.2%,1.1%,CCOc1ccc(CCNC(=O)CN(C)S(=O)(=O)c2cccc3nsnc23)cc1OCC
1.4%,-3.4%,COc1ccccc1NC(=O)N1CCCc2ccccc21

# 4 structures from above, ordered by count of non-hydrogen atoms, low to high:
MKP-3 inhibition,Hsp70 inhibitors,Compound
-16.9%,1.4%,Cc1cccc(C(=O)Nc2ccc(O)cc2)c1
4.7%,1.8%,COc1ccc(C(=O)Nc2nc(-c3ccccc3)c(C)s2)cc1OC
.,1.8%,Cc1nn(CCC(=O)NNC(=S)Nc2ccc(F)cc2)c(C)c1[N+](=O)[O-]
3.2%,-2.0%,O=C(NCc1ccco1)/C(=C/c1ccc(F)cc1)NC(=O)c1ccccc1Cl

# Further compounds follow.
MKP-3 inhibition,Hsp70 inhibitors,Compound
2.3%,1.6%,CCC1CCCCN1S(=O)(=O)c1ccc2c(c1)CCN2C(=O)C1CCC1 (stereo not drawn)
.,0.9%,COc1cccc(NC(=O)c2ccc(NC(C)=O)cc2)c1
4.1%,-1.9%,Cc1ccc(-n2[nH]c(C)c(C=Nc3cc(C)ccn3)c2=O)cc1
-13.1%,4.5%,Cc1noc(C)c1CSCC(=O)OCC(=O)Nc1sccc1C#N
-0.9%,0.4%,COc1ccc(C2Nc3ccccc3C(=O)N2Cc2ccco2)cc1Cn1cc([N+](=O)[O-])cn1 (stereo not drawn)
-10.4%,1.6%,O=C(CS(=O)(=O)c1ccccc1)c1ccc2c(c1)OCCO2
0.6%,1.9%,COc1ccc(-c2cc(C(=O)NC(C)C)c3ccccc3n2)cc1OC
-5.2%,-2.7%,Cc1ccccc1OCC(O)Cn1c(SC(C)C)nc2c1c(=O)[nH]c(=O)n2C (stereo not drawn)
5.4%,-2.8%,CCn1cc(C(=O)NCC(=O)OC)c2cc(OC)c(OC)cc2c1=O
.,2.0%,Fc1ccc(C2NCCn3cccc32)cc1 (stereo not drawn)
-0.8%,1.8%,CCSc1nnc(NC(NC(=O)c2ccco2)(C(F)(F)F)C(F)(F)F)s1
9.1%,-47.8%,O=c1oc2c3c4c(cc2c(C(F)(F)F)c1CCN1CCOCC1)CCCN4CCC3
-1.5%,-4.1%,O=C(CSc1nc2cc(Cl)ccc2o1)N1CCOCC1
-3.4%,2.7%,CCOCCOC(=O)C1=C(C)N(C)C(=O)NC1c1cc(Cl)c(O)c(OC)c1 (stereo not drawn)
0.3%,0.7%,COc1ccc(NC(=O)C(=O)NCc2ccc(C)cc2)cc1
0.4%,3.7%,O=C(O)c1cc(-c2ccc([N+](=O)[O-])o2)c(Cl)cc1Cl
1.6%,-0.2%&7.2%,COc1ccccc1CN1CCN(S(=O)(=O)c2ccccc2)CC1
-10.4%,0.3%,O=C(Cn1ccc2ccccc2c1=O)NCCC(=O)N1CCN(C(=O)c2ccco2)CC1
-2.9%,-4.0%,O=C(Nc1ccc(S(=O)(=O)N2CCCCC2)cc1)c1cnccn1
-3.0%,-6.5%,O=C(CN1C(=O)CSC1=O)N1CCc2ccccc2C1
-3.5%,.,COc1cc(C(=O)N2CCN(C(=O)c3ccco3)CC2)cc(OC)c1OC
0.7%,3.7%,Cn1cnc2c1c(=O)n(Cc1ccc(F)cc1)c(=O)n2C
-8.4%,-0.2%,O=S(=O)(c1cccc2cccnc12)N(CCO)CCO
-7.4%,0.8%,Cc1ccc(S(=O)(=O)N2CCCC(C(=O)NC3=NCCS3)C2)cc1 (stereo not drawn)
3.3%,-13.6%,Cc1cc(C)nc(Sc2ccc3nnc(C(F)(F)F)n3n2)n1
-18.8%,-2.8%,CC1(C)C2CCC13CS(=O)(=O)N[C@@H]3C2 (stereo partly drawn)
-17.7%&0.0%,15.2%&2.2%,Oc1cccc(/C=N/c2c(-c3ccco3)nc3ccccn23)c1
.,0.8%,CCOc1ccc(C(C)(C)C)cc1S(=O)(=O)n1nc(C)cc1C
0.5%,-6.9%,COC(=O)NC(Nc1sc2c(c1C(N)=O)CCCC2)(C(=O)OC)C(F)(F)F (stereo not drawn)
.,-6.8%,COc1ccc(CN2CCn3ncc(C(=O)Nc4cccc(C)c4)c3C2=O)cc1
.,0.7%,Cc1cnc(C(=O)Nc2ccc(F)cc2)cn1
-3.6%,-1.0%,CCOC(=O)C(C)Sc1nnc(-c2ccccc2O)n1Cc1ccccc1 (stereo not drawn)
5.8%,-1.5%,Cc1ccc(C(=O)CCNc2ccc(C)c(C)c2)o1
0.5%,-2.8%,O=C(NNC(=O)c1cccc(Cl)c1)c1cccc(F)c1
4.2%,3.7%,Cc1cc2cc(CNC(=O)c3ccc4c(c3)OCO4)ccc2[nH]1

# 3 entries out of the list above, arranged by the value under Hsp70 inhibitors, falling.
MKP-3 inhibition,Hsp70 inhibitors,Compound
0.7%,3.7%,Cn1cnc2c1c(=O)n(Cc1ccc(F)cc1)c(=O)n2C
.,0.8%,CCOc1ccc(C(C)(C)C)cc1S(=O)(=O)n1nc(C)cc1C
0.5%,-2.8%,O=C(NNC(=O)c1cccc(Cl)c1)c1cccc(F)c1
